Anesthetic bind: binds horse apoferritin like a general anesthetic | P02791 | apoferritin/1-aminoanthracene competitive binding, fluorescence | Potency, µM (top dose mostly 77.5 µM), without a hit: top-dose activity change, negative = displacement, usual class: inhibitors | 350,000 tested, 0.074% active | AID 485281; further: potency means the concentration at half of the fitted maximal effect; on the % scale 0 is the no-effect control and ±100 the full control effect; nearly all actives have a fitted effect of over 20% in size
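10 uM apoferritin + 50% sat. 1-AMA, PBS; cpd 10 min RT; Ex380/Em535 endpoint; normalized to free probe vs complex; 4-param Hill fit; propofol titration as pos. ctrl.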
APEX1 inh: APE1 (human) endonuclease inhibition; AID 2517; Potency, µM (titrated, usually from 65.8 µM), for the others: at the top dose activity change, negative = inhibition, actives largely listed as inhibitors; P27695; recombinant APE1, TAMRA/BHQ-2 abasic DNA cleavage fluorescence; 350,000 tested, 0.35% active;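 further: potency means the concentration at half of the fitted maximal effect; plate controls were vehicle for no effect and reference inhibitor for full effect; nearly all actives have a fitted effect of over 55% in size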
Target sequence (P27695 whole entry, looked up): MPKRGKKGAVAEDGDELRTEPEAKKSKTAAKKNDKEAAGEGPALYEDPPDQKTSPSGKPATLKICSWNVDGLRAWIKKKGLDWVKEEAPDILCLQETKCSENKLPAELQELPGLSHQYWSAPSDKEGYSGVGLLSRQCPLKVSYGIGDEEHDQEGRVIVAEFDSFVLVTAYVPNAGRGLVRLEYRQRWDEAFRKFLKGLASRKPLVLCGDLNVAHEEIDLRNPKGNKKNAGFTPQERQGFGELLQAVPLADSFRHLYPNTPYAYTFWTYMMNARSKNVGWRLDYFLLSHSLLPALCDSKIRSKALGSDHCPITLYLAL
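Kinetic fluorescence read (525 ex/598 em nm, three reads 60 s apart) of AP-site incision; signal = third minus first read. Enzyme 0.75 nM, dual-labelled THF duplex 50 nM, compound preincubation 15 min RT.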
BLM helicase inh: Bloom syndrome helicase (human) inhibition; recombinant BLM DNA unwinding, fluorescence dequenching; Potency, µM (series often up to 56.1 µM), without a hit: at the highest dose activity change, negative = inhibition, usual class: inhibitors; 350,000 tested, 0.2% active; AID 2528;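 further: potency means the concentration at half of the fitted maximal effect; plate controls were vehicle for no effect and no enzyme for full effect; nearly all actives have a fitted effect of over 35% in size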
POLB inh: DNA polymerase beta (human) inhibition. Pol beta primer extension/strand displacement, fluorescence kinetic. 340,000 tested, 1.3% active. P06746. Potency, µM (top dose mostly 114 µM), for the others: top-dose activity change, negative = inhibition, hits mostly inhibitors. AID 485314; further: potency means the concentration at half of the fitted maximal effect; on the % scale 0 is the no-effect control and ±100 the full control effect
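Reaction started by 50 nM substrate onto compound-treated Pol beta (10 nM, 15 min preincubation, room temperature); plates read at 0 min and 10 min. Normalized concentration-effect data fitted by four-parameter Hill equation.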
POLI inh: blocks human DNA polymerase iota activity; Potency, µM (doses to about 115 µM), inactives show top-dose activity, negative = inhibition, hits mostly inhibitors; Q9UNA4; Pol iota fluorescent replication assay, 10 min; 390,000 tested, 1% active; further: potency means the concentration at half of the fitted maximal effect
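Pol iota at 10 nM preincubated 15 min with compounds at room temperature; reaction started with fluorescent substrate, 50 nM final. Fluorescence read kinetically at 0 and 10 min; buffer-only wells as negative control.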
Tb PGK inh: inhibitors of T. brucei phosphoglycerate kinase; P07378; PGK/GAPDH coupled, Kinase-Glo luminescence, 60 min; AID 602233; 380,000 tested, 0.043% active; Potency, µM (doses to about 57.5 µM), without a hit: top-dose activity change, negative = inhibition, hits mostly inhibitors; further: potency means the concentration at half of the fitted maximal effect; on the % scale 0 is the no-effect control and ±100 the full control effect; nearly all actives have a fitted effect of over 60% in size
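Luminescent ATP detection (Kinase-Glo Plus) follows a 60-minute room-temperature incubation, with wells lacking PGK as controls. Buffer: 100 mM TEA (pH 7.6), 5 mM MgCl2, 0.01% Tween-20. Coupling enzyme GAPDH (100 nM final) supplies unstable 1,3-BPG in-well.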
RXFP1 antag: RXFP1 (human) relaxin receptor antagonism; activity change, negative = inhibition, % at 57.5 µM; Q9HBX9; HEK293-RXFP1, relaxin-stimulated cAMP HTRF, 30 min; stronger effect = lower value; 350,000 tested, 0.59% active;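 active means activity change of -60% or lower, but not beyond a set lower limit; inconclusive means change between -60% and -40%, or beyond the set limit; inactive means change above -40%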; further: on the % scale 0 is the no-effect control and ±100 the full control effect
Target sequence (Q9HBX9 whole entry, looked up): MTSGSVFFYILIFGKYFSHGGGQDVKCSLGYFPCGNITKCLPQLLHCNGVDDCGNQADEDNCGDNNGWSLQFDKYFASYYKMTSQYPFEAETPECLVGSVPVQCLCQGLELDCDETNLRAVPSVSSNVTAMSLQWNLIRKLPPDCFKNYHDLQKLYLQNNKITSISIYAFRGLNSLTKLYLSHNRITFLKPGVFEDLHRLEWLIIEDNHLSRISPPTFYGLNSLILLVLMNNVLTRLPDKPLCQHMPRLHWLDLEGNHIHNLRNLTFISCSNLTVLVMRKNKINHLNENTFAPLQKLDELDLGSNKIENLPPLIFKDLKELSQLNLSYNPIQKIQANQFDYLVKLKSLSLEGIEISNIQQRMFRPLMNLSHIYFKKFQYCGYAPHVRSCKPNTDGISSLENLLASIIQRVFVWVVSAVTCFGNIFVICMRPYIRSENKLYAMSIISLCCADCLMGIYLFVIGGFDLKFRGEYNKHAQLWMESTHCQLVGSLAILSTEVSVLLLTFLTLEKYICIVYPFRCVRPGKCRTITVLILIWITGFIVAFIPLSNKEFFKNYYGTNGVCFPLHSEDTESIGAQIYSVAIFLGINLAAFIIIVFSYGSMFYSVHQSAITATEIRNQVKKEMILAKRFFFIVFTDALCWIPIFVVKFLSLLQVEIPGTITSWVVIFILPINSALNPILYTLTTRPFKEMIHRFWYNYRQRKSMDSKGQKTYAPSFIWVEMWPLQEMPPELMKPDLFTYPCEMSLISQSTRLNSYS
Pol eta inh: DNA polymerase eta (human) inhibition. Q9Y253. recombinant Pol eta, fluorescent DNA replication assay. Potency, µM (series often up to 114 µM), inactives show at the top dose activity change, negative = inhibition, hits mostly inhibitors. 390,000 tested, 1.2% active. AID 588591; further: potency means the concentration at half of the fitted maximal effect; on the % scale 0 is the no-effect control and ±100 the full control effect
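Fluorescent replication assay: 50 nM final substrate added after a 15 min room-temperature compound preincubation with 10 nM enzyme. Signal taken at 0 min and again at 10 min.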
Pol kappa inh: blocks human DNA polymerase kappa activity. Q9UBT6. Potency, µM (highest dose often 107 µM), for the others: at the highest dose activity, negative = inhibition, usual class: inhibitors. 400,000 tested, 0.53% active. AID 588579. purified Pol kappa, fluorescent DNA synthesis assay, 10 min; further: potency means the concentration at half of the fitted maximal effect; on the % scale 0 is the no-effect control and ±100 the full control effect
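Inhibition of 10 nM Pol kappa is measured by a fluorescent read-out at 0 and 10 min following addition of 50 nM substrate (final), with a 15-min room-temperature compound preincubation.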
The depositor's hits bear a star; i = inactive; ? = inconclusive; . = not tested or not shown; & = joins results of further samples; [ ] = remark or other dose. Unless noted, the call rests on the fitted dose curve; in most records, active means well fitted curve in the direction sought with a large enough effect; inconclusive means small, poorly fitted or top-dose-only effect, or another doubt; inactive means no such curve, though single readings can be large; an effect the other way counts as inactive or inconclusive. This is a subset. The share of hits here may be higher or lower than overall.

SMILES	Anesthetic bind	APEX1 inh	BLM helicase inh	POLB inh	POLI inh	Tb PGK inh	RXFP1 antag	Pol eta inh	Pol kappa inh
CCCCCCNS(=O)(=O)c1ccccc1Br	?	-2%&-4%	-10%&-6%	0%	3%&7%	-2%	.	-13%	-10%&16%
O=C(Cc1cccs1)N1CCN(S(=O)(=O)c2ccc(Br)cc2)CC1	-18%	6%	-4%	0%	27%	8%	-2	-19%	4%
CCCCC1(Cc2ccc(OC)c([N+](=O)[O-])c2)C(=O)N(c2ccccc2)N(c2ccccc2)C1=O	-1%	-1%	-9%	2%	3%	7%	4	-8%	3%
O=C(CC(=O)c1ccccc1)Nc1ccc([N+](=O)[O-])cc1	.	.	.	.	20%	1%	-31	-18%	-4%
COc1nccnc1NS(=O)(=O)c1ccc(NC(=O)c2cccc(C)c2)cc1	-4%	4%	2%	12%	49%[activator]	6%	0	-11%	-3%
COc1ccccc1Cc1nc2ccccc2nc1SCC(=O)NCc1ccc(C)cc1	218%[activator]	.	1%	-18%	-9%	i	.	2%	4%[60.1 µM]
COc1ccc(NS(=O)(=O)c2ccc(N3CCCC3)c(NC(=S)Nc3ccc(SC(F)F)cc3)c2)cc1	-3%	18%	-4%	-12%	-5%	-12%	.	-14%	-16%
CCc1ccc(S(=O)(=O)c2ccc(-n3nc(C)cc3N)cc2)cc1	-8%	-2%	-6%	?	38%[activator]	-1%	9	1%	-8%
COc1ccc(C(C)=O)cc1COc1ccc([N+](=O)[O-])c(C)c1	?	-8%	1%	-19%	?	i	-5	-13%	-9%
CCN1CCN(c2cc(C)c3cc(NC(=O)c4ccncc4)ccc3n2)CC1	-4%	11%	-12%	-4%	-13%	0%	.	-14%	-19%
O=C(O)CCCN1C(=O)/C(=C/c2cn(-c3ccccc3)nc2-c2cccs2)SC1=S	-16%	?	?	22µM*	35µM*	?	-3	28µM*	?
COc1cc2c(cc1OC)CN(C(=O)c1ccco1)CC2	-6%	-3%	-5%	29%	?	-5%	6	0%	-6%
C=CCn1c(SCC(C)=O)nnc1-c1cc(-c2ccccc2)sc1N	-15%	2%	-7%	3%	7%	-8%	-10	-6%	-6%
COC(=O)c1cc(S(=O)(=O)Nc2cc(OC)cc(OC)c2)c[nH]1	-5%	21%	-1%	-2%	17%	-7%	12	4%	4%
CCc1ccc2oc(=O)cc(CN3CCCCC3)c2c1	6%	26%	-8%	8%	14%	-9%	-6	4%	-3%

In a second layout: 3 of the compounds above.
SMILES: COc1ccc(NS(=O)(=O)c2ccc(N3CCCC3)c(NC(=S)Nc3ccc(SC(F)F)cc3)c2)cc1
- Anesthetic bind: -3%
- APEX1 inh: 18%
- BLM helicase inh: -4%
- POLB inh: -12%
- POLI inh: -5%
- Tb PGK inh: -12%
- RXFP1 antag: .
- Pol eta inh: -14%
- Pol kappa inh: -16%
SMILES: COc1nccnc1NS(=O)(=O)c1ccc(NC(=O)c2cccc(C)c2)cc1
- Anesthetic bind: -4%
- APEX1 inh: 4%
- BLM helicase inh: 2%
- POLB inh: 12%
- POLI inh: 49%[activator]
- Tb PGK inh: 6%
- RXFP1 antag: 0
- Pol eta inh: -11%
- Pol kappa inh: -3%
SMILES: CCc1ccc2oc(=O)cc(CN3CCCCC3)c2c1
- Anesthetic bind: 6%
- APEX1 inh: 26%
- BLM helicase inh: -8%
- POLB inh: 8%
- POLI inh: 14%
- Tb PGK inh: -9%
- RXFP1 antag: -6
- Pol eta inh: 4%
- Pol kappa inh: -3%

Part of the list above, with each value named.
O=C(Cc1cccs1)N1CCN(S(=O)(=O)c2ccc(Br)cc2)CC1
  Anesthetic bind: -18% | APEX1 inh: 6% | BLM helicase inh: -4% | POLB inh: 0% | POLI inh: 27% | Tb PGK inh: 8% | RXFP1 antag: -2 | Pol eta inh: -19% | Pol kappa inh: 4%

CCCCC1(Cc2ccc(OC)c([N+](=O)[O-])c2)C(=O)N(c2ccccc2)N(c2ccccc2)C1=O
  Anesthetic bind: -1% | APEX1 inh: -1% | BLM helicase inh: -9% | POLB inh: 2% | POLI inh: 3% | Tb PGK inh: 7% | RXFP1 antag: 4 | Pol eta inh: -8% | Pol kappa inh: 3%

The results go on:
SMILES	Anesthetic bind	APEX1 inh	BLM helicase inh	POLB inh	POLI inh	Tb PGK inh	RXFP1 antag	Pol eta inh	Pol kappa inh
O=C(CSc1nnc(CN2CCOCC2)n1-c1ccc(Cl)cc1)N1CCc2ccccc21	.	.	.	.	19%	1%	-5	0%	-2%
COc1ccccc1O	-6%	-17%&5%&4%&0%	-3%&4%	-2%	-19%	-10%	7	-6%	14%
COc1cccc(NC(=O)[C@H](CC(C)C)NC(=O)[C@@H]2Cc3ccccc3CN2)c1	-7%	1%	-1%	1%	10%	2%	16	2%	-6%
COc1cc(OC)c(OC)cc1CN1CCN(Cc2ccco2)CC1	-7%	2%	1%	-18%	19%	-11%	10	-21%	-9%
Cc1cccc(C(=O)NNC2=CC(=O)CC(C)(C)C2)c1O	3%	-2%	3%	16%	102%[activator]	-5%	-11	-11%	-19%
CC1CCc2[nH]c3ccc(C(=O)N(C)CC(=O)Nc4cccc(F)c4)cc3c2C1 (stereo not drawn)	.	2%	.	.	15%	3%	-25	-20%	-9%
Cc1ccc2nc(N/C(=N/S(=O)(=O)c3ccc(F)cc3)c3ccccc3)sc2c1	-16%	-4%	-6%	1%	-13%	0%	9	-9%	-5%
CC1(C(=O)NCCCN2CCOCC2)Oc2cccnc2NC1=O (stereo not drawn)	-4%	17%	-2%	5%	133%[activator]	6%	12	-2%	-9%
O=C(NC(=O)N1CCN(c2ccccc2F)CC1)c1ccccc1	-18%	-3%	-2%	8%	?	i	-14	2%	-7%[60.1 µM]
Cc1ccc2c(=O)cc(C(=O)Nc3c(C(=O)Nc4cccc(Cl)c4)oc4ccccc34)oc2c1	-1%	.	-4%	-1%	-2%	0%	1	2%	-17%
CCCCC1SC(N)=NC1=O (stereo not drawn)	.	.	.	.	26%	5%	8	-8%	-3%
Fc1ccccc1/C=N/Nc1cc(N2CCCCC2)ncn1	.	.	.	.	10%	-5%	16	4%	-9%
CC(=O)N/C(=C\c1ccccc1)C(=O)OCC(=O)N(C)C1CCCCC1	0%	5%	2%	-26%	19%	-5%	3	-9%	-14%
O=C(N/N=C/c1ccc(O)c(O)c1)NC12CC3CC(CC(C3)C1)C2	-23%	-18%	-6%	28%	-4%	0%	-28	-10%	-1%
CCC1(c2ccccc2)NC(=O)N(CC(=O)Nc2ccc(N3CCCC3)cc2C)C1=O (stereo not drawn)	.	1%	.	.	26%	10%	-15	-13%	-16%
O=C(c1cc([N+](=O)[O-])ccc1N1CCCCC1)N1CCc2ccccc21	6%	0%	0%	-2%	3%	-2%	3	3%	4%
O=C(Nc1ccc(Cl)c(C(F)(F)F)c1)N1CCCC(O)C1 (stereo not drawn)	-1%	5%	0%	3%	8%	7%	1	-14%	-4%
CN1c2ccc(Cl)cc2-c2nc(SCC(=O)Nc3cc(F)ccc3F)ncc2S1(=O)=O	8%	.	-2%	18%	-5%	-1%	0	3%	27%
COc1ccc(NS(=O)(=O)c2cc(NC(=O)CCc3ccc(OC)c(OC)c3)ccc2N2CCOCC2)cc1	.	.	.	.	11%	i	2	-20%	-3%
CN(c1ccc(O)cc1)c1nc(-c2cccs2)cs1	-12%	10%	-7%	-2%	62%[activator]	-3%	-15	-28%	-6%
Cc1ccc(N(CC(=O)NC2CCCCC2)C(=O)CNC(=O)c2ccco2)cc1C	-9%	29%	-4%	2%	55%[activator]	-12%	-8	-21%	-12%
CC(=O)c1cc(C#N)c(SCc2ccc([N+](=O)[O-])cc2)nc1C	-12%	0%	-2%	23%	38%[activator]	3%	12	-10%	-10%
COc1ccc(C(=O)NC2CC2)cc1OC1CCN(C(C)CSC)CC1 (stereo not drawn)	-14%	38%	-5%	-1%	29%	i	0	-1%	6%
Cc1ccc(C2=Nc3ccccc3N=C(C(Cl)Cl)C2)cc1	-21%	8%	-3%	0%	28%	-21%	2	-3%	-15%
Cc1[nH]c2ccccc2c1C=NNC(=O)c1cc(-c2cccnc2)nc2ccccc12	.	-16%	.	.	-2%	6%	8	-17%	-17%
Cc1ccc(NC(=O)c2ccc3[nH]c(=O)c(=O)[nH]c3c2)nc1	-3%	20%	-4%	0%	9%	-10%	10	-17%	-10%
Cc1nn(CC(=O)N2CC(=O)Nc3ccccc32)c(C)c1[N+](=O)[O-]	-4%	-2%	-2%	10%	146%[activator]	-2%	-6	-19%	0%
COc1cc(OC)c(C2SCCN2S(=O)(=O)c2ccc(F)cc2)cc1OC (stereo not drawn)	9%	-1%	-11%	3%	17%	i	-7	-9%	8%
COc1ccc(CNC(=O)COC(=O)c2ccc(Br)cc2)cc1	-4%	20%	0%	-13%	-16%	-2%	10	2%	0%
COC(=O)c1cc2occc2n1CC(=O)Nc1cc(OC)cc(OC)c1	5%	-5%	-2%	0%	?	-9%	-23	-3%	6%[60.1 µM]
O=C(NC1CCCC1)C(c1cccs1)N(CC1CCCO1)C(=O)Cc1cccs1 (stereo not drawn)	-9%	1%	-5%	0%	-1%	i	-15	2%	-22%

One compound at a time (already shown):
Record of `O=C(N/N=C/c1ccc(O)c(O)c1)NC12CC3CC(CC(C3)C1)C2` → Anesthetic bind = -23%; APEX1 inh = -18%; BLM helicase inh = -6%; POLB inh = 28%; POLI inh = -4%; Tb PGK inh = 0%; RXFP1 antag = -28; Pol eta inh = -10%; Pol kappa inh = -1%
Record of `CCCCC1SC(N)=NC1=O` (stereo not drawn) → Anesthetic bind = .; APEX1 inh = .; BLM helicase inh = .; POLB inh = .; POLI inh = 26%; Tb PGK inh = 5%; RXFP1 antag = 8; Pol eta inh = -8%; Pol kappa inh = -3%
Record of `COc1ccc(C(=O)NC2CC2)cc1OC1CCN(C(C)CSC)CC1` (stereo not drawn) → Anesthetic bind = -14%; APEX1 inh = 38%; BLM helicase inh = -5%; POLB inh = -1%; POLI inh = 29%; Tb PGK inh = i; RXFP1 antag = 0; Pol eta inh = -1%; Pol kappa inh = 6%

Compound activity deposited in PubChem BioAssay by National Center for Advancing Translational Sciences (NCATS).
